# MC4R barr agon = MC4R agonists recruiting beta-arrestin, primary screen, cell-based, luminescence, agonist arm of biased-ligand search; Melanocortin receptor 4 (Homo sapiens), P32245; U2OS MC4R beta-arrestin complementation; percent of melanotan II response, DMSO zero; activation, % at 8.9 µM; hit rate 0.98% among 360,000;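 active = activation above a per-plate cutoff, the mean activation of sample wells on that plate plus 3 SD, cut at about 8% in these data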
# EBV LMP1 NFkB = EBV LMP1-driven NF-kappaB luciferase reporter inhibitors, primary screen, cell-based, luminescence, single point; LMP1-induced NF-kappaB luciferase reporter cells; inhibition, % at 12.5 µM; hit rate 0.69% among 350,000; AID 504558, 2011; in the data active = inhibition above about 41%;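 note: 0% = neutral control wells and 100% = reference inhibitor control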
# NCOA3 inh = SRC3 coactivator transcriptional activity inhibitors, primary screen, cell-based, luminescence. Nuclear receptor coactivator 3 (Homo sapiens), Q9Y6Q9. HEK293 GAL4-SRC3 luciferase reporter. inhibition, % at 3.6 µM. hit rate 0.17% among 360,000. AID 588352, 2011;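 active = inhibition above a per-campaign cutoff, the mean of all compounds plus 3 SD, cut at about 60% in these data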;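 note: 0% = DMSO-treated cells and 100% = gossypol-treated cells at 36 µM; higher means less SRC3-driven luciferase light from the GAL4 reporter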
# TLR9-MyD88 inh = inhibitors of TLR9-MyD88 association in cells, primary screen, cell-based, CHO, BLA complementation, fluorescence; CCF4 FRET ratio; inhibition, % at 4.98 µM; hit rate 0.21% among 340,000;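 active = inhibition above the mean over all tested compounds plus 3 SD, cut at about 21% in these data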;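 note: 0% = DMSO only wells and 100% = clavulanate BLA inhibitor control wells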
# NR5A2 inv ag = LRH-1 (NR5A2) inverse agonists, primary screen, cell-based, luminescence, HEK293T, StAR-luciferase reporter. Nuclear receptor subfamily 5 group A member 2 (Homo sapiens), O00482. LRH-1 transfected, 24 h. inhibition, % at 3.6 µM. hit rate 0.13% among 360,000. AID 602396, 2012;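 active = inhibition above the mean inhibition of all tested compounds plus 3 SD, cut at about 73% in these data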;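 note: 0% = DMSO wells and 100% = reporter-only cells lacking LRH-1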
# NOD2 RIPK2 PPI = NOD2-RIPK2 binding disruptors in cells, primary screen, fluorescence, CHO cells, BLA complementation. hit rate 0.38% among 360,000. CCF4 ratio. inhibition, % at 4.98 µM. AID 624267, 2012; in the data active = inhibition above about 21%;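 note: 0% = vehicle only and 100% = reference blocker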
# Target sequence (O43353 whole entry, looked up): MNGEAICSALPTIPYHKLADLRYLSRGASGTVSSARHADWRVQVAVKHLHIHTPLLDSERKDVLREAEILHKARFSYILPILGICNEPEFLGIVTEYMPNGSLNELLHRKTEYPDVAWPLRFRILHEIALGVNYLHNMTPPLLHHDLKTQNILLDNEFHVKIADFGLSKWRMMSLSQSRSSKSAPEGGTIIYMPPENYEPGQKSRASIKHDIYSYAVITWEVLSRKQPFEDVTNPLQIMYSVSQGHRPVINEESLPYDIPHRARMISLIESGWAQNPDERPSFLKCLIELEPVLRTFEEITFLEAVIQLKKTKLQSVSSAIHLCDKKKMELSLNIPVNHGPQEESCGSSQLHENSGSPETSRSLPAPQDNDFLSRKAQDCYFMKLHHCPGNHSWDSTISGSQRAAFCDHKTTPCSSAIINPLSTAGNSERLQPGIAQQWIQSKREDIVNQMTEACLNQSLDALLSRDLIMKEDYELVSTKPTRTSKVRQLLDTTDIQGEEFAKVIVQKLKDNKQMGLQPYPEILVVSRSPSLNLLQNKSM
# ABHD5 PLIN5 PPI = ABHD5-PLIN5 interaction inhibitors, primary screen, cell lysate, split luciferase complementation, luminescence. Perilipin-5 (Homo sapiens) + 1-acylglycerol-3-phosphate O-acyltransferase ABHD5 (Homo …. inhibition, % at 4 µM. hit rate 0.78% among 360,000. AID 602281, 2012. Split G. princeps luciferase complementation, 4 h;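 active = inhibition above the mean inhibition across every tested compound plus 3 SD, cut at about 22% in these data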;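 note: 0% = DMSO only wells and the 100% control is not disclosed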
# NCOA2 inhibitor = inhibition of GAL4-SRC2 driven luciferase reporter, primary screen, SRC2 inhibitor project, cell-based, luminescence | Nuclear receptor coactivator 2 (Homo sapiens), Q15596 | HEK293 GAL4-SRC2 luciferase reporter | inhibition, % at 9 µM | hit rate 0.17% among 370,000;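 active = inhibition above the mean inhibition of all tested compounds plus 3 SD, set per campaign, cut at about 52% in these data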;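 note: 0% = DMSO treated cells and 100% = cells given Gossypol at 36 µM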
# MC4R antag cAMP = MC4R antagonists of cAMP signaling, primary screen, cell-based, TR-FRET, antagonist arm of biased-ligand search; MC4R-expressing cells, MTII-stimulated cAMP, LANCE TR-FRET; inhibition, % at 6.5 µM; hit rate 0.48% among 360,000; AID 540295, 2011;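 active = inhibition above its plate's cutoff, the mean of tested wells on that plate plus 3 SD, cut at about 29% in these data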;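 note: 0% = Melanotan II alone and 100% = Melanotan II plus saturating MCL0020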
#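 System: U2OS-MC4R stable cell line; Technique: Eu-cAMP/anti-cAMP TR-FRET, emission 671 nm; Repeats: single well per compound; Also added: Melanotan II; Dosing: one concentration, 6.5 µM nominal; Schedule: 30-min compound, 1-h challenge, 1-h detection, room temperature.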
# SRC1 inh = SRC1 coactivator transcriptional activity inhibitors, primary screen, cell-based, luminescence; Nuclear receptor coactivator 1 (Homo sapiens), Q15788; hit rate 0.12% among 360,000; inhibition, % at 3.6 µM; HEK293 GAL4-SRC1 luciferase reporter;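 active = inhibition above the campaign mean plus 3 SD, with each screening campaign given its own cutoff, cut at about 60% in these data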;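 note: 0% = DMSO treated cells and 100% = gossypol at 36 µM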
# COUP-TFII inh = NR2F2 transcriptional activity inhibitors, primary screen, cell-based, luciferase reporter, HEK293T, luminescence. inhibition, % at 8.6 µM. COUP transcription factor 2 (Homo sapiens), P24468. HEK293T NGFI-A luciferase reporter. hit rate 0.7% among 370,000;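 active = inhibition above a per-plate cutoff, mean inhibition of test wells between control levels plus 3 SD, cut at about 38% in these data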;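 note: cells cotransfected with COUP-TFII expression vector driving the NGFI-A reporter; 0% = median of COUP-TF2 test wells and 100% = reporter-only cells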
# Target sequence (P24468 whole entry, looked up): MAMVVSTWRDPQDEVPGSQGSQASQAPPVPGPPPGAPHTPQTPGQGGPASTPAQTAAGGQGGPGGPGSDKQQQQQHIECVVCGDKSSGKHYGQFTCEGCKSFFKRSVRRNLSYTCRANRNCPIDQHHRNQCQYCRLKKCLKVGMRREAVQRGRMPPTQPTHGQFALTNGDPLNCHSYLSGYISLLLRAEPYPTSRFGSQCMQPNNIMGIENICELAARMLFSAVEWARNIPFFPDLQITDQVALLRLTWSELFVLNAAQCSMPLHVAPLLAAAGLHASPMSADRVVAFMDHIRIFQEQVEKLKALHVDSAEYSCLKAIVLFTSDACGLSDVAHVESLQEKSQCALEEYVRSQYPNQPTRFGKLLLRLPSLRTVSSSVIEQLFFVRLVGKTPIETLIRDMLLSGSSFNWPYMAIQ
# Numbers without * were called inactive; / = no result given. An excerpt (hit frequency here may not be typical).
SMILES,MC4R barr agon,EBV LMP1 NFkB,NCOA3 inh,TLR9-MyD88 inh,NR5A2 inv ag,NOD2 RIPK2 PPI,ABHD5 PLIN5 PPI,NCOA2 inhibitor,MC4R antag cAMP,SRC1 inh,COUP-TFII inh
C=CCSC1=N/C(=C\c2cc(OCC)c(OC(C)=O)c([N+](=O)[O-])c2)C(=O)S1,-3.1,8,14,-15,17,-8,-1,-6,4,-31,0
COCC1CCN(Cc2c(C(=O)N3CCOCC3)nc3c(C)cccn23)C1 (configuration not stated),-1.1,-1,-31,-8,-12,-4,5,7,6,5,4
CN(Cc1ccccc1)C(=O)CC(c1ccccc1)c1cc(Cl)ccc1O (configuration not stated),2.7,-2,-12,4,13,0,-5,12,-1,-13,6
O=C(O)c1ccc(N2C(=O)C3ON(c4ccccc4)C(c4ccccc4F)C3C2=O)cc1 (configuration not stated),-2.0,-8,10,-5,15,-7,4,4,0,-18,-4
C=CCn1c(SCC(=O)NCCCC(=O)OCC)nc2scc(-c3ccco3)c2c1=O,1.6,-3,-3,4,-16,-2,30*,1,4,-12,9
COc1ccc(Cl)cc1N1C(=O)c2cccnc2C1=O,2.8,-4,-7,-15,-11,-14,-7,-14,-1,12,0
CC(C)(O)C#Cc1ccc(C(=O)NCCc2ccc(S(N)(=O)=O)cc2)cc1,0.7,2,-26,-4,0,-9,0,-5,8,1,12
Cc1ccc(/C(N)=N/OC(=O)N2CCOCC2)cc1,-0.3,-18,13,-3,-2,0,-2,-9,-3,-14,-3
Cc1ccccc1CSc1ccc(S(=O)(=O)N2CCCC2)cn1,-0.3,7,0,-2,15,-1,0,18,9,5,0
Cc1ccc(C(=O)CC(C(=O)O)n2cccn2)cc1 (configuration not stated),-2.4,-2,3,-1,16,-8,8,-20,10,8,4
O=C(Cn1cnc2c(cnn2-c2ccc(Cl)cc2)c1=O)NCC1CCCO1 (configuration not stated),-2.4,15,2,6,-2,2,0,-2,11,-1,-7
O=C(COC(=O)c1cc2c(s1)CCCC2)Nc1ccc(Cl)cn1,0.8,12,-26,13,-5,0,1,20,5,-3,-2
O=C1C(=O)N(Cc2ccco2)C(c2cccs2)/C1=C(\O)c1cccc([N+](=O)[O-])c1 (configuration not stated),-3.4,0,21,-10,-1,13,12,-11,12,-16,10
COc1cccc(CN(C)C(=O)C(CCSC)NS(=O)(=O)c2ccc3c(c2)OCCO3)c1OC (configuration not stated),-2.1,7,22,-3,29,3,-4,-4,4,19,12
COC(=O)c1ccc(N2CCOCC2)c(NC(=O)c2cc3ccccc3o2)c1,-0.1,-2,-4,-6,-2,-8,-9,11,-1,-5,0
Cc1csc2nc(O)c(C(=O)NCc3ccc4c(c3)OCO4)c(=O)n12,-1.9,2,-7,7,-12,5,-4,-21,6,8,-4
O=C(COC(=O)CN1C(=O)c2ccccc2C1=O)Nc1ccc(S(=O)(=O)N2CCCC2)cc1,0.8,0,15,-2,-13,-3,-2,-7,13,-6,-2
CCCCOC(=O)Nc1ccccc1C(N)=O,-1.6,3,-8,2,-26,2,-8,-11,1,-28,-19
C#CCOCCOCCOCCNc1nc(N2CCN(C(=O)CCCCCCCCCCNC(=O)[C@H]([C@@H](C)CC)n3cc(CCCCCN)nn3)CC2)nc(N2CCN(C(=O)CCCCCCCCCCNC(=O)[C@@H]([C@H](C)O)n3cc(C)nn3)CC2)n1,2.6,-8,-20,3,-5,37*,41*,/,23,7,/
CCc1cccc2c(C(=O)CN3C(=O)NC(C)(c4cccc5ccccc45)C3=O)c[nH]c12 (configuration not stated),-2.8,-31,17,-1,10,-3,15,-26,9,-20,-29
CCCN(CC(=O)Nc1cc(Cl)cc(Cl)c1)CC(=O)Nc1ccc(F)c(F)c1F,-1.7,-6,28,-13,27,3,-5,-5,2,17,9
COc1cc2cc(C(=O)NC(C)c3cccc4ccccc34)c(N)nc2cc1OC (configuration not stated),/,/,/,/,53,-13,7,-41,/,/,17
Cn1c(=O)[nH]c(=O)c2c1nc(SCC(=O)O)n2Cc1ccccc1,-1.1,1,-6,-6,8,8,-6,0,10,-16,-13
CCOC(=O)c1c(C)nc2c(c1-c1ccccc1)C(=O)c1ccccc1-2,1.7,0,-4,-13,3,-7,18,-17,-9,24,10
CCOc1ccc(-n2c(SCC(=O)Nc3ccc4c(c3)OCO4)nc3c(c2=O)SCC3)cc1,-0.8,-11,-1,-3,-16,-8,1,8,13,-6,-19
NC(=O)CCN(Cc1ccccc1)S(=O)(=O)c1ccccc1,-0.3,6,0,-3,-5,4,-6,-1,3,-2,6
COc1ccc(-c2nnn(CC#N)n2)cc1OC,-3.0,11,-5,-6,13,5,-3,-20,-5,2,-2
COc1cccc(C2CCCN2Cc2nc(CC3CC3)no2)c1 (configuration not stated),1.2,-3,5,-8,4,-9,3,-15,6,-17,-9
Cc1cc(C=O)c(C)n1-c1cc(C(F)(F)F)ccc1N1CCOCC1,3.0,3,7,5,10,-2,-2,17,7,4,19
Cc1cc(C)cc(OCC(=O)O/N=C(\N)c2ccccn2)c1,-1.0,-8,-31,2,-35,-6,4,-4,10,-41,-8

# Reformatted as labelled records: entries from further up
structure: COc1ccc(-c2nnn(CC#N)n2)cc1OC
  MC4R barr agon: -3.0; EBV LMP1 NFkB: 11; NCOA3 inh: -5; TLR9-MyD88 inh: -6; NR5A2 inv ag: 13; NOD2 RIPK2 PPI: 5; ABHD5 PLIN5 PPI: -3; NCOA2 inhibitor: -20; MC4R antag cAMP: -5; SRC1 inh: 2; COUP-TFII inh: -2
structure: COc1cccc(C2CCCN2Cc2nc(CC3CC3)no2)c1 (configuration not stated)
  MC4R barr agon: 1.2; EBV LMP1 NFkB: -3; NCOA3 inh: 5; TLR9-MyD88 inh: -8; NR5A2 inv ag: 4; NOD2 RIPK2 PPI: -9; ABHD5 PLIN5 PPI: 3; NCOA2 inhibitor: -15; MC4R antag cAMP: 6; SRC1 inh: -17; COUP-TFII inh: -9
structure: Cc1cc(C=O)c(C)n1-c1cc(C(F)(F)F)ccc1N1CCOCC1
  MC4R barr agon: 3.0; EBV LMP1 NFkB: 3; NCOA3 inh: 7; TLR9-MyD88 inh: 5; NR5A2 inv ag: 10; NOD2 RIPK2 PPI: -2; ABHD5 PLIN5 PPI: -2; NCOA2 inhibitor: 17; MC4R antag cAMP: 7; SRC1 inh: 4; COUP-TFII inh: 19

# Next records:
SMILES,MC4R barr agon,EBV LMP1 NFkB,NCOA3 inh,TLR9-MyD88 inh,NR5A2 inv ag,NOD2 RIPK2 PPI,ABHD5 PLIN5 PPI,NCOA2 inhibitor,MC4R antag cAMP,SRC1 inh,COUP-TFII inh
CC(C)CNC(=O)c1cccc(NC(=O)c2ccco2)c1,-0.3,-19,6,-11,-40,1,2,-2,-1,-12,19
CCCNC(=O)N1c2ccccc2Sc2ccccc21,0.6,3,17,-6,-8,-1,5,12,0,7,36
Cn1cc(C(=O)C(=O)N2CCCCC2)c2ccccc21,-0.8,-11,-11,2,-23,-9,-19,15,1,1,-2
CCCN1CCN(C(=O)C(C)n2nc(C)c3sc4ccccc4c3c2=O)CC1 (configuration not stated),-2.1,-1,-2,-6,-26,0,-3,-26,10,-5,-6
CS(=O)(=O)Cc1cccc(C(=O)NN(c2ccccc2)c2ccccc2)c1,-1.9,-1,0,-16,4,-8,7,6,11,1,9
CCCOc1ccc(Cc2c(O)nc(N)[nH]c2=O)cc1C,1.4,5,1,-6,6,-2,-7,-4,3,-19,22
Cc1ccc(-c2csc3ncn(Cc4ccc(C(=O)O)cc4)c(=O)c23)cc1C,-2.3,6,-6,2,-3,4,6,-17,7,-3,11
CCOC(=O)c1sc(=S)n2c1[nH]c(=O)c1ccc(C(=O)OC)cc12,0.9,5,0,-1,-4,-3,-4,-14,3,-5,-7
Cc1ccc(-c2nn3c(C)nnc3s2)cc1NC(=O)c1ccc(Br)o1,-3.0,-13,3,-3,13,0,-1,-11,14,4,-25
CC1=C(C(=O)N(C(C)C)C(C)C)CC(CC(=O)NCCc2ccccn2)C(=O)N1CCC1=CCCCC1 (configuration not stated),/,/,18,/,9,-5,5,6,/,13,-10
O=S1(=O)N=C(N=Nc2c(O)[nH]c3ccccc23)c2ccccc21,2.4,4,8,2,-9,-6,-14,-16,-5,-1,9
Cc1cc(=O)n2cc(-c3ccccc3)nc2[nH]1,-0.5,-7,-51,-12,-26,-10,1,-14,10,-36,-17
COCCOC(=O)C1=C(C)NC(=O)NC1/C=C/c1ccccc1 (configuration not stated),-1.4,1,16,-3,12,-15,2,-7,-4,6,0
CC(=O)c1c(C)c(C)c2n1CCn1c(C)ccc1-2,-3.4,-1,16,4,-2,1,4,-4,-2,-3,22
O=C(COc1ncnc2scc(-c3ccccc3)c12)NC1CCCc2ccccc21 (configuration not stated),-0.2,-5,8,1,-18,2,0,-9,12,-5,15
C=CCn1c(Cc2c[nH]c3ccccc23)n[nH]c1=S,-3.1,7,18,4,14,-14,-4,15,18,0,-4
Cc1ccc(C(=O)Nc2ccc(CC(=O)O)cc2)o1,-2.3,-4,-8,-9,8,-12,2,-2,4,-12,3
Cc1ccc(-n2nc3cc(C)c(NC(=S)NC(=O)/C=C/c4ccco4)cc3n2)cc1,2.3,-60,-43,-3,-53,-8,7,-13,11,-17,2
